Bioassay records as filed in PubChem BioAssay.
GLP1R inv ag – GLP-1 receptor (human) inverse agonism; HEK293 GLP-1R CRE-luciferase, luminescence, 24 h; GLP-1R form is constitutively active; Potency, µM (doses to about 38.3 µM), inactives show at the top dose activity change, negative = inhibition, actives largely listed as inhibitors; 410,000 compounds, 1.6% hits; further: potency means the concentration at half of the fitted maximal effect; on the % scale 0 is the no-effect control and ±100 the full control effect; nearly all actives have a fitted effect of over 55% in size
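Readout was luciferase luminescence, measured 12 min after detection reagent at room temperature. Beforehand, GLP-1R reporter HEK293 cells had sat 12 h, then received compounds for 24 hr at 37 deg C.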
GLP1R ag – agonists of human GLP-1 receptor | HEK293 GLP-1R CRE-luciferase, luminescence, 4-6 h; cells express a hypersensitive GLP-1R form | 380,000 compounds, 0.007% hits | Potency, µM (doses to about 45.6 µM), for inactives: top-dose activation, most hits filed as activators | P43220; further: potency means the concentration at half of the fitted maximal effect; % of control where 0% means no effect
D3 antag – blocks the human D3 dopamine receptor | 360,000 compounds, 2.5% hits | P35462 | max response, negative = inhibition, % | D3R cells, DiscoveRx beta-arrestin luminescence, antagonist mode; stronger effect = lower value | AID 652054; in the data active means max response below about -50%; inconclusive means no clear call, values can overlap the other calls; further: on the % scale 0 is the no-effect control and ±100 the full control effect; mostly tested at two doses, the higher about 12 µM
Target sequence (P35462 whole entry, looked up): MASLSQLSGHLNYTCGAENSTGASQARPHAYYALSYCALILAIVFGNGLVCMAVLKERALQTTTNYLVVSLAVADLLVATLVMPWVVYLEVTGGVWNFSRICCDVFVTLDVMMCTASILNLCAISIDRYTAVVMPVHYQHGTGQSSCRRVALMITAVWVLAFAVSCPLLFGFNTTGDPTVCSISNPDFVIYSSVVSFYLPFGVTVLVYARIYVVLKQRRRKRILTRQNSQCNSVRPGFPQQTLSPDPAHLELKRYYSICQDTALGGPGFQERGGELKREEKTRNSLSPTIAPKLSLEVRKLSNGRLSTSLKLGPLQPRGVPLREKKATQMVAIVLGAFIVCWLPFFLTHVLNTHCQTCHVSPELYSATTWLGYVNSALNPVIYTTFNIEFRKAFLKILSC
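Cells expressing the human receptor were seeded at 1500 cells/well, incubated overnight at 37 degrees C in 5% CO2, then exposed to library compounds with dopamine controls for 90 minutes at 37 degrees C before luminescent detection.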
Abeta yeast res – compounds reversing amyloid beta toxicity in yeast; yeast expressing A-beta42, growth rescue, OD600, 48 h; response scale: 0% DMSO, 100% iron-clioquinol control; Potency, µM (highest dose often 46.1 µM), inactives show top-dose growth rescue, most hits filed as activators; 410,000 compounds, 0.063% hits; AID 1347071; further: potency means the concentration at half of the fitted maximal effect; nearly all actives have a fitted effect of over 55% in size
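Yeast A-beta toxicity model in growth medium with pinned compounds, 48 h at 30 C; growth read as absorbance at 600 nm. Normalized to FeCl3/clioquinol equimolar mix (positive) and DMSO (negative).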
TDP43 rescue – inhibitors of TDP-43 toxicity in yeast; Potency, µM (highest dose often 46.1 µM), for the others: at the highest dose growth rescue (activation), usual class: activators; 410,000 compounds, 1.8% hits; TDP-43 expressing yeast growth rescue, BacTiter-Glo, 24 h; further: potency means the concentration at half of the fitted maximal effect; % of control where 0% means no effect; nearly all actives have a fitted effect of over 50% in size
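Galactose-induced TDP-43 yeast, OD600=0.02, compound pinned; 24 hr, 30 deg C; BacTiter-Glo luminescence for growth. Inhibitors of TDP-43 toxicity read as activators.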
pAkt inh – Akt phosphorylation inhibition | Neuro2A IGF-stimulated pAkt S473 HTRF, 20 min; stronger effect = lower value | activity change, % for hits at 50 µM | 360,000 compounds, 0.32% hits | AID 651550; in the data active means activity change below about -80%; inconclusive means mostly about -51% to -80%; further: on the % scale 0 is the no-effect control and ±100 the full control effect
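Neuro2A cells (4,500/well, DMEM with 0.5% FBS) were treated with compound at a single 50 µM final concentration, stimulated with 6 nM IGF for 20 min at 37 °C, and lysed. Phospho-Akt Ser473 was read by HTRF as 665/615 ratio ×10^4.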
PTHR1 agonist – PTHR1 (human) receptor agonism | Potency, µM (top dose mostly 115 µM), for inactives: at the top dose activation, actives largely listed as activators | HEK293 GP2 PTHR1 cells, GloSensor cAMP luminescence, 1 h | Q03431 | 410,000 compounds, 0.075% hits; further: potency means the concentration at half of the fitted maximal effect; nearly all actives have a fitted effect of over 55% in size; some results filed as inactive show a strong effect at the top dose; inactives centre near -15; many of its hits are not listed in these tables
Target sequence (Q03431 whole entry, looked up): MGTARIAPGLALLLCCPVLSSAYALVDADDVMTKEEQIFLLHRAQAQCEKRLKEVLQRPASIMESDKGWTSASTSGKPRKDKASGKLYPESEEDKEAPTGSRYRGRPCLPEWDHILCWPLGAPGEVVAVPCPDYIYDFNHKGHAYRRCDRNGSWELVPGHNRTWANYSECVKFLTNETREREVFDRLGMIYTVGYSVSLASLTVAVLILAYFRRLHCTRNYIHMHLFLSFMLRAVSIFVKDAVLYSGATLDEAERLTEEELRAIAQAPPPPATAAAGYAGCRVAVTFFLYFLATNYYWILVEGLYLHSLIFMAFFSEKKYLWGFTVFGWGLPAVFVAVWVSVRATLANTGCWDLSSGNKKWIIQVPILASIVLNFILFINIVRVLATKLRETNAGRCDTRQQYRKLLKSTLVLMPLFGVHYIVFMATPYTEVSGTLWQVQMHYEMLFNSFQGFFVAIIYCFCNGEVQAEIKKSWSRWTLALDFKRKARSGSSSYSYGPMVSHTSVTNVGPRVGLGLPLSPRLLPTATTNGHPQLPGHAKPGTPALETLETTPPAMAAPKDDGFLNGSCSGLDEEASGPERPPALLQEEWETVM
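HEK-293-derived GP2 cells expressing PTHR1 and a GloSensor cAMP reporter, 3,000/well, plated overnight, given luciferin plus IBMX (each 0.5 mM as added) for 1 h at 37 °C, then compound for 1 h at 37 °C. Luminescence was read after 15 min at room temperature.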
aSyn rescue – rescues yeast growth from alpha-synuclein toxicity; Yeast expressing alpha-synuclein, growth rescue, BacTiter-Glo, 24 h; 370,000 compounds, 0.14% hits; AID 652106; Potency, µM (highest dose often 46.1 µM), for the others: at the highest dose growth rescue (activation), usual class: activators; further: potency means the concentration at half of the fitted maximal effect; % of control where 0% means no effect; nearly all actives have a fitted effect of over 65% in size
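Readout is rescue of growth in alpha-synuclein-expressing yeast, so inhibitors of toxicity appear as activators. Growth after 24 hr at 30 deg C in galactose medium is quantified by luminescence.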
FUS suppressor – suppressors of FUS proteinopathy in yeast | S. cerevisiae FUS-expressing, growth rescue, OD600, 24 h | Potency, µM (top dose mostly 76.6 µM), for the others: at the top dose growth rescue (activation), most hits filed as activators | 390,000 compounds, 0.24% hits | AID 1347120;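 further: potency means the concentration at half of the fitted maximal effect; plate controls were DMSO vehicle for no effect and reference control for full effect; nearly all actives have a fitted effect of over 55% in size; some results filed as inactive show a strong effect at the top dose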
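Restored growth of FUS-toxic S. cerevisiae, read as 600 nm absorbance after 24 h at 30C in galactose medium (starting OD 0.005). Controls CP55940 and DMSO.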
* marks the source's active call; other numbers are inactive results; i = inactive; u = inconclusive; x = not tested or not shown; [ ] = another dose, or the depositor's remark. Unless noted, the call rests on the fitted dose curve; in most records, active means well fitted curve in the direction sought with a large enough effect; inconclusive means small, poorly fitted or top-dose-only effect, or another doubt; inactive means no such curve, though single readings can be large; an effect the other way counts as inactive or inconclusive.

SMILES	GLP1R inv ag	GLP1R ag	D3 antag	Abeta yeast res	TDP43 rescue	pAkt inh	PTHR1 agonist	aSyn rescue	FUS suppressor
CCOC(=O)C1=C(CS(=O)(=O)c2ccc(C)c(C)c2)NC(=O)NC1c1ccccc1OCC (stereo not given)	-4%	-1%	x	-17%	-14%	x	i	x	2%
COc1cccc(C(NC(C)=O)c2nc(-c3ccc(F)c(Cl)c3)cs2)c1 (stereo not given)	2%	11%	30	14%	u	i	-6%	3%	-3%
COc1ccc(OC)c(S(=O)(=O)NC2CCSc3ccccc32)c1 (stereo not given)	u	11%	-1	6%	20%	i	i	7%	-1%
COc1cc(CC(=O)N/N=C/c2ccc([N+](=O)[O-])cc2)c([N+](=O)[O-])cc1OC	-1%	-3%	1	5%	-10%	i	9%	5%	16%
CC(=C\c1ccco1)/C=C1/SC(=S)N(CC(=O)O)C1=O	7%	0%	-21	11%	-3%	i	-2%	8%	23%
CC(C)N1CCc2c(sc(NC(=O)C3CCCCC3)c2C(N)=O)C1	u	0%	0	-7%	9%	i	i	0%	-24%
Nc1nc(SCC(=O)c2ccc(Oc3ccccc3)cc2)n[nH]1	0%	10%	7	-1%	-2%	i	-15%[57.5 µM]	3%	55%
COc1ccc(NC(=O)COC(=O)CNC(=O)C2CCCCC2)cc1	5%	0%	6	-16%	21%	i	i	0%	11%
CC(=O)OCC(=O)C1(O)CCC2C3CC(F)C4=CC(=O)CCC4(C)C3C(=O)CC21C (stereo not given)	-5%	5%	4	2%	-21%	i	0%	-4%	-15%
Cc1ccc(CNC(=O)[C@]2(C)CCC[C@@]3(C)C4CC[C@@]5(C)C[C@]4(CCC32)CC5=O)cc1 (stereo not given in full)	u	7%	33	-6%	-55%[inhibitor]	i	-23%	-21%	29%
CC(C)c1ccc(OCC(=O)N2CCN(c3ccccn3)CC2)c(Br)c1	u	1%	-1	-9%	-2%	i	-46%	3%	x
CN(C)CCCNC(NC(=O)/C=C/c1ccccc1)C(Cl)(Cl)Cl (stereo not given)	-30%	-3%	-9	-15%	-3%	i	i	-9%	-1%
Clc1ccc(NN(Cc2ccncc2)c2ccc(Cl)cc2)cc1	u	3%	31	-66%[inhibitor]	u	i	-14%	u	5%
C/C(=C\c1ccco1)CN1CCN(Cc2ccc(C)o2)C(CCO)C1 (stereo not given)	-16%	8%	-70*	-2%	21%	i	-16%	-3%	5%
COc1ccc(-c2c(-c3ccccc3OC)oc3ccccc23)cn1	u	12%	5	9%	21%	i	i	u	11%
O=C(CC1C(=O)NCCN1Cc1ccc(F)c(F)c1)NCCCn1ccnc1 (stereo not given)	-10%	10%	-10	10%	-14%	i	i	-8%	1%
O=C(COC(=O)c1ccc(F)cc1)Nc1nc2ccc([N+](=O)[O-])cc2s1	17%	7%	24	5%	-3%	i	-14%	0%	10%
COc1ccccc1NC(=O)/C(=C/c1ccncc1)NC(=O)c1ccccc1	15%	30%	2	14%	-6%	i	-11%	-1%	8%
O=C(Nc1ccc(O)cc1)c1ccc2c(c1)C(=O)N(Cc1cccnc1)C2=O	6%	-5%	4	2%	-4%	i	i	-1%	-15%
CC1(C)Cc2noc(N)c2C(C)(C)N1OC(=O)c1ccco1	-4%	0%	u	3%	-12%	i	-23%	-5%	7%
NS(=O)(=O)c1ccc(CCNC(=O)c2cc(-c3ccco3)nc3ccccc23)cc1	24%	19%	4	12%	5%	i	i	-4%[1.84 µM]	u
CCOc1cc2[nH]c(=O)n(CCC(=O)N3CCN(c4ccccc4OC)CC3)c(=O)c2cc1OCC	16%	-6%	23	-2%	-3%	i	i	8%	u
CCC(c1nc2ccccc2[nH]1)n1c(-c2cnccn2)nc2ccccc21 (stereo not given)	u	x	12	-11%	20%	i	3%	-4%	6%
CCCC(=O)Nc1nnc(SCc2cc(=O)n3cccc(C)c3n2)s1	9%	x	x	1%	0%	x	-22%	x	17%
Clc1ccccc1-c1nnc(-c2ccccc2CNc2ccc(Br)cc2)o1	-1%	x	x	u	4%	x	1%	x	-14%

Whole records, looked up by structure. Order of values: GLP1R inv ag | GLP1R ag | D3 antag | Abeta yeast res | TDP43 rescue | pAkt inh | PTHR1 agonist | aSyn rescue | FUS suppressor
COc1ccccc1NC(=O)/C(=C/c1ccncc1)NC(=O)c1ccccc1 across the screens: 15% | 30% | 2 | 14% | -6% | i | -11% | -1% | 8%
Nc1nc(SCC(=O)c2ccc(Oc3ccccc3)cc2)n[nH]1 across the screens: 0% | 10% | 7 | -1% | -2% | i | -15%[57.5 µM] | 3% | 55%
Clc1ccc(NN(Cc2ccncc2)c2ccc(Cl)cc2)cc1 across the screens: u | 3% | 31 | -66%[inhibitor] | u | i | -14% | u | 5%
CC1(C)Cc2noc(N)c2C(C)(C)N1OC(=O)c1ccco1 across the screens: -4% | 0% | u | 3% | -12% | i | -23% | -5% | 7%
COc1cc(CC(=O)N/N=C/c2ccc([N+](=O)[O-])cc2)c([N+](=O)[O-])cc1OC across the screens: -1% | -3% | 1 | 5% | -10% | i | 9% | 5% | 16%

(list continues)
SMILES	GLP1R inv ag	GLP1R ag	D3 antag	Abeta yeast res	TDP43 rescue	pAkt inh	PTHR1 agonist	aSyn rescue	FUS suppressor
CCc1nnc(NS(=O)(=O)c2ccc(NC(=O)/C=C/c3ccccc3Cl)cc2)s1	-16%	1%	10	1%	3%	i	-49%[inhibitor]	4%	u
Cc1ccc2c(c1)C(=O)CC1(CCCCCC1)O2	18%	-2%	-115*	6%	3%	i	-5%	-1%	-23%
Cc1ccc(-c2csc3ncnc(NCCC(=O)O)c23)cc1C	22%	-1%	-4	14%	u	i	-7%	10%	-6%
CCOc1cccc(-c2c(C(=O)N/N=C/c3sccc3C)nnn2-c2nonc2N)c1	u	-4%	-12	1%	23%	i	-8%	-1%	44%
COCCNC(=O)C1CCCN(Cc2ccc(Cl)cc2)CC1 (stereo not given)	16%	-2%	-8	9%	5%	i	-2%	8%	-23%
Cn1nc(-c2ccc(OCC(=O)Nc3ccc(Cl)cc3)cc2)c2ccccc2c1=O	11%	x	x	-14%	0%	x	-94%[inhibitor]	x	4%
Cn1c(N)c(C(=O)COC(=O)CCC2CCCC2)c(=O)n(C)c1=O	20%	1%	3	-2%	-35%[inhibitor]	i	i	5%	41%
COc1cccc(CNC(=S)Nc2ccc3c(c2)c(=O)n(C)n3Cc2ccc(F)cc2)c1	-14%	4%	-17	-10%	4%	x	i	-1%	35%
Cc1csc(=O)n1CC(=O)OCc1nnc(-c2ccc(Cl)cc2)o1	3%	6%	-22	4%	-19%	i	-43%[inhibitor]	6%	-9%
Cc1ccc2scc(N3CCCC(C)C3)c(=O)c2c1 (stereo not given)	-12%	1%	x	1%	u	x	-38%[inhibitor]	x	18%
Cc1cccc(-n2cnc(C(=O)NNC(=S)Nc3ccc(Cl)cc3)c2)n1	-3%	-3%	1	11%	14%	i	i	-8%	34%
CCCCOC(=O)c1ccc(NC(=O)CSc2nncn2C)cc1	-2%	2%	-4	7%	-15%	i	-3%	-1%	14%
CCOC(=O)c1cccc(OC(=O)CCNC(=O)c2ccc(Cl)cc2)c1	2%	1%	-4	-3%	-12%	i	i	7%	32%
CC(=O)Nc1ccc2c(c1)C(=O)c1ccccc1C2=O	36%[activator]	1%	-10	-16%	u	i	-59%[inhibitor]	1%	u
O=[N+]([O-])c1ccc(N2CCN(C(=S)NC3CCCCC3)CC2)cc1	-19%	-3%	-7	u	13µM*	-112%*	-42%	3%	-1%
CC(=O)N1CCc2cc(S(=O)(=O)NC(C(=O)N3CCN(c4ccccc4F)CC3)C(C)C)ccc21 (stereo not given)	2%	5%	17	5%	6%	i	i	9%	20%
COc1ccc(NC(=S)N2CCN(C(=O)C3CCCO3)CC2)c(OC)c1 (stereo not given)	0%	-1%	-6	-8%	-3%	i	i	-3%	11%
Cc1[nH]c(N)nc(=S)c1CCCNc1ccccc1	-12%	16%	-26	26%	-30%	i	i	-27%	15%
CCOC(=O)N1CCN(C(=O)c2cnc(Nc3ccccc3OC)c3ccccc23)CC1	u	1%	-18	5%	1%	i	i	-5%	14%
CC(NC(=O)COC(=O)c1ccc(CO)cc1)C1CC2CCC1C2 (stereo not given)	7%	8%	-20	4%	9%	i	-14%	0%[1.84 µM]	30%
C=CCn1c(C)csc1=Nc1ccc(C(=O)O)cc1	50%[activator]	-1%	2	11%	x	i	-11%	9%	7%
COc1c(F)c(F)c(C(=O)Nc2ccc(-c3nc4ccccc4[nH]3)cc2)c(F)c1F	0%	1%	-2	-5%	-11%	i	0%	2%	-9%
CCc1ccc(OCC(=O)Nc2cccc3nsnc23)cc1	9%	1%	-9	-16%	15%	i	i	-1%	11%
CCN=C(NCC)SC1CC(=O)N(c2cccc(OCC)c2)C1=O (stereo not given)	-20%	17%	25	-7%	-18%	i	6%[57.5 µM]	-4%	5%
COc1ccc(C(C(=O)NCC2CCCO2)N(Cc2ccco2)C(=O)c2snc(C(N)=O)c2N)cc1OC (stereo not given)	5%	-1%	32	1%	1%	i	-16%	-1%	23%
CC1(C(=O)N(CC(=O)NC2CCCC2)Cc2ccco2)CC(=O)N=C2C=CC=CN21 (stereo not given)	0%	-12%	5	3%	-20%	i	-7%[57.5 µM]	-15%	12%
Oc1ccccc1C1N=C(c2ccccc2)NC(c2ccccc2)=N1	-3%	-2%	6	43%	9%	i	-30%	-1%	7%
COc1ccc2c(c1)CC(C(=O)NCCN1CCN(c3ccccc3F)CC1)CO2 (stereo not given)	-18%	x	x	-3%	17%	x	-46%[inhibitor]	x	0%

A portion of the library; the hit share may differ from the screen's.
